Assay outcomes: PubChem, several laboratories
proCasp3 act: procaspase-3 (human) activation | P42574 | 330,000 compounds, 0.11% hits | AID 463141 | recombinant procaspase-3 D3A, Ac-DEVD-pNA absorbance 405 nm | activation, % at 8.5 µM;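 active = activation above the mean of all tested compounds plus 3 SD, cut at about 21% in these data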;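 note: 0% = DMSO alone and 100% = DMSO wells spiked with extra 5 µM PC-3 D3A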
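Assay system: Autoprocessing-dead procaspase-3 D3A mutant enzyme; also added: Ac-DEVD-pNA; doses: one concentration, 8.5 µM nominal, 0.8% DMSO; times: 1 h compound preincubation, 2 h substrate hydrolysis at 25 °C; technique: 405 nm absorbance of p-nitroaniline, reads at 0 and 120 min; measure: % activation between DMSO and enzyme-spiked controls; repeats: single replicate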
AHR act: activates the human aryl hydrocarbon receptor; activation, % at 5 µM; AHR-responsive luciferase reporter cells, luminescence; 320,000 compounds, 2.5% hits; P35869; in the data active = activation above about 47%;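 note: 0% = vehicle wells and 100% = reference agonist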
Target sequence (P35869 whole entry, looked up): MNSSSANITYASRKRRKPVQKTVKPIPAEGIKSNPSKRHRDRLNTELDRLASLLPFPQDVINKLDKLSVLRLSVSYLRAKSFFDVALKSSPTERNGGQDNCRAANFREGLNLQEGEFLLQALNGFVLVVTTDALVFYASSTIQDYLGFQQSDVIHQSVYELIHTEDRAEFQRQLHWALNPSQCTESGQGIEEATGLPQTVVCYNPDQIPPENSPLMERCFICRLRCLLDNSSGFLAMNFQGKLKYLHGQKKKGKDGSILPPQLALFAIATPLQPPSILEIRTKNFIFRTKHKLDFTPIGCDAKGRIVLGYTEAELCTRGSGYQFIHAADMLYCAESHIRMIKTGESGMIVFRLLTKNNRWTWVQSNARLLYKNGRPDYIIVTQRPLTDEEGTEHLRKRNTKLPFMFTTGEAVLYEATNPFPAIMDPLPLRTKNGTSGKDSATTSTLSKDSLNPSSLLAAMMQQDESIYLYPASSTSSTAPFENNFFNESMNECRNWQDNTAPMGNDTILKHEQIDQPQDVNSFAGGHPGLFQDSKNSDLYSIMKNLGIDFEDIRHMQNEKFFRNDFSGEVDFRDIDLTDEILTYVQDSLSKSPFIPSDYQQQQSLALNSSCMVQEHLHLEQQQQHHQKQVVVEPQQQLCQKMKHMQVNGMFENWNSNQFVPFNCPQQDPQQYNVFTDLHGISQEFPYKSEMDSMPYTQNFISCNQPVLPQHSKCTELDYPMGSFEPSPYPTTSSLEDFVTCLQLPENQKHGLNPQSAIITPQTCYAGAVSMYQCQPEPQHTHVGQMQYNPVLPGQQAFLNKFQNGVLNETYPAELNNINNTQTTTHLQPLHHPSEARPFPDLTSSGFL
procasp7 counter: counter-screen for procaspase-3 activators: activators of human procaspase-7 | activation, % at 8.5 µM | P55210 | recombinant procaspase-7, Ac-DEVD-pNA absorbance 405 nm; D23A/D198A/D206A triple mutant, cannot self-cleave; scale: DMSO 0, 5 µM enzyme 100 | 330,000 compounds, 0.093% hits;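 active = percent activation above the screen-wide mean plus 3 SD, cut at about 25% in these data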
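Detection: p-Nitroaniline absorbance at 405 nm, read at 0 and 120 min; system: Uncleavable procaspase-7 mutant enzyme; evaluation: % activation from two-timepoint absorbance difference, scaled to controls; times: 1 h enzyme–compound preincubation and 2 h substrate reaction, both 25 °C; buffer or medium: Zinc-free HEPES pH 7.4 with 300 mM NaCl, 0.01% Triton X-100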
LAP4 TOR yeast: alters LAP4-GFP fluorescence in TOR pathway yeast screen; S. cerevisiae LAP4-GFP multiplex, flow cytometry GFP, 3 h; median GFP as percent of DMSO wells; GFP response vs DMSO, % at 10 µM; 320,000 compounds, 0.34% hits; AID 2023;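 active = GFP response vs DMSO above a set limit, about the screen mean plus 3 SD, cut at about 150% in these data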
EBNA-1 inhibitor: blocks EBNA-1 binding to DNA; AID 1950; 300,000 compounds, 0.34% hits; inhibition, % at 14.8 µM; EBNA-1 DNA binding, fluorescence polarization; in the data active = inhibition above about 28%
RPL19A-GFP yeast: modulators of TOR pathway RPL19A-GFP in S. cerevisiae | S. cerevisiae RPL19A-GFP strain, flow cytometry, 3 h; active compounds read low | percent response vs DMSO, % at 10 µM | 330,000 compounds, 0.3% hits;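 active = percent response vs DMSO below 50%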;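 note: median channel GFP fluorescence of the barcoded RPL19A-GFP strain; ratio of sample median GFP to plate DMSO average so 100% = DMSO; lower means less RPL19A-GFP as with rapamycin TOR inhibition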
MEP2 TOR yeast: yeast TOR pathway MEP2-GFP modulation | 330,000 compounds, 0.51% hits | GFP response vs DMSO, % at 10 µM | S. cerevisiae MEP2-GFP strain, flow cytometry GFP, 3 h; 100% = DMSO control level;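 active = GFP response versus DMSO above a set limit, roughly screen mean plus 3 SD, cut at about 180% in these data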;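 note: median GFP fluorescence of the barcode-gated MEP2-GFP cells per well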
ZTA counter: ZTA (EBV) inhibition in EBNA-1 counter-screen; P03206; ZTA-DNA binding, fluorescence polarization; 320,000 compounds, 0.15% hits; AID 2234; inhibition, % at 11 µM; in the data active = inhibition above about 33%
The depositor's hits bear a star; . = not tested or not shown.

SMILES	proCasp3 act	AHR act	procasp7 counter	LAP4 TOR yeast	EBNA-1 inhibitor	RPL19A-GFP yeast	MEP2 TOR yeast	ZTA counter
O=C(NC(=S)Nc1ccccc1N1CCN(C(=O)c2ccccc2)CC1)c1cccs1	-4	1	1	105	-1	94	86	1
CC(C)OC(=O)CSc1nnnn1-c1ccc2c(c1)OCCO2	10	0	9	118	6	97	100	16
O=C(N/N=C/c1cccc(OC(=O)c2ccc3c(c2)OCO3)c1)c1cncc(Br)c1	3	12	9	95	10	106	102	-9
Cc1nc(C)c(-c2csc(NCCc3ccccc3)n2)s1	-2	-1	-10	98	1	95	93	0
CN(C)c1ccc(/C=N\NC(=O)c2csnn2)cc1	-6	111*	-5	110	5	99	102	4
CCOC(=O)c1c(S(=O)(=O)NCC(=O)Nc2ccc(OC)cc2)c(C)n(C)c1C	1	1	1	96	-4	97	110	-11
CCC(=O)Nc1ccc(C(=O)CSc2nnc(-c3ccccc3F)n2C2CC2)cc1	-8	3	3	95	-4	96	91	3
O=C(COC(=O)c1ccc(Cl)cc1O)NCCN1C(=O)CSC1=O	-3	-1	-5	112	7	106	106	-14
O=c1c2ccccc2c(/C=N/n2cnnc2)c(O)n1-c1ccccc1	-6	-3	-1	94	2	94	107	3
C/C(=N\NC(=O)CNC(=O)c1ccco1)c1ccc(Br)cc1	4	24	4	91	-9	101	104	1
Cc1sc2ncnc(SCC(=O)N3CCOCC3)c2c1C	5	2	-4	104	.	103	103	-15
CCCC(=O)N1CCN(c2ccc(NC(=O)c3cc4ccccc4o3)cc2)CC1	7	-8	6	105	3	100	97	3
COC(=O)c1ccc(-n2nnnc2SCC(=O)Nc2cc(OC)ccc2OC)cc1	-5	2	10	109	2	103	107	0
CN1CCN(C(=O)/C=C/c2c(F)cccc2Cl)CC1	8	1	4	90	-4	102	104	-5
Cc1cc(C)n(-c2nc3ccccc3nc2N2CCN(S(=O)(=O)c3ccc(F)c(C)c3)CC2)n1	1	0	-6	91	-13	96	87	-3
COc1cccc(CN(CC(=O)NC2CCCC2)C(=O)c2csnn2)c1	9	0	-4	81	-13	99	99	-15
COc1ccc(C(=O)c2sc(Nc3ccccc3F)nc2N)cc1	-4	39	-11	96	1	101	104	-16
COc1cc(C2NC(=O)c3ccccc3O2)cc(OC)c1OC (stereo unspecified)	3	5	11	110	-4	95	98	8
CN1CC2CCCC3(C1)C(=O)NC1(CCCCC1)N=C23 (stereo unspecified)	4	-1	11	93	4	98	99	14
CCn1c(SCC(=O)c2c(N)n(C3CC3)c(=O)[nH]c2=O)nnc1-c1ccoc1C	1	1	-1	103	.	97	97	6
CCOC(=O)N1CCC(=C2c3ccc(Cl)cc3CCc3cccnc32)CC1	5	0	8	103	12	97	92	13
COc1ccc(CCNC(=O)Cn2nnc(C(=O)Nc3ccc(Br)cc3)c2N)cc1OC	3	32	0	108	2	102	113	-14
Cc1ccc(-c2cc(=O)[nH]c3ccccc23)cc1	3	6	-1	97	2	99	97	2
Cc1[nH]n(-c2ccccc2)c(=O)c1C(C[N+](=O)[O-])c1ccc(Br)cc1 (stereo unspecified)	5	7	5	109	6	102	100	-1
Cc1cccn2cc(COc3cccc([N+](=O)[O-])c3)nc12	3	16	-6	105	-5	96	104	12

Single values from the results shown:
For ZTA counter, CN(C)c1ccc(/C=N\NC(=O)c2csnn2)cc1 is listed with 4
For procasp7 counter, COC(=O)c1ccc(-n2nnnc2SCC(=O)Nc2cc(OC)ccc2OC)cc1 is listed with 10

Further results:
SMILES	proCasp3 act	AHR act	procasp7 counter	LAP4 TOR yeast	EBNA-1 inhibitor	RPL19A-GFP yeast	MEP2 TOR yeast	ZTA counter
CC(Sc1nnc(Cc2ccc([N+](=O)[O-])cc2)o1)C(N)=O (stereo unspecified)	-7	-3	-1	97	3	96	99	11
C[C@@H]1CCC(=O)N(C[C@@H](C)CSc2ccc(Br)cc2)CC1	-5	1	12	104	.	94	81	-24
COc1ccccc1Oc1nc(-c2ccccc2)cc(C)c1S(C)(=O)=O	-1	9	3	93	4	100	103	-12
COc1ccc(C(C)=O)cc1COC(=O)CCNS(=O)(=O)c1ccc(C(C)=O)cc1	-3	1	-4	90	-2	94	94	1
C[C@H](CO)N1C[C@H](C)[C@H](CN(C)Cc2ccncc2)Oc2ccc(NC(=O)Nc3ccc(C(F)(F)F)cc3)cc2CC1=O	2	5	10	103	.	100	103	.
Cc1cc(C)cc(NC(=O)C(NCC2CCCO2)c2ccccc2)c1 (stereo unspecified)	9	21	13	83	1	103	98	15
O=C(NC1c2ccccc2-c2ccccc21)c1ccco1	-1	1	1	126	6	94	100	10
N#Cc1cc2cc3c(cc2nc1SCC(=O)OC1CCCCC1)OCO3	3	15	6	93	3	95	104	16
O=C(COc1ccc2c(-c3ccccc3)cc(=O)oc2c1)NCC(O)c1ccccc1 (stereo unspecified)	-1	2	-15	97	-16	96	100	-11
O=C(CSc1nc2ccccc2[nH]1)N1c2ccccc2Sc2ccccc21	-9	6	0	82	-3	101	86	-13
CCn1c2ccccc2c2cc([N+](=O)[O-])ccc21	0	3	1	105	4	96	96	14
Cc1ccc(N(C(=O)c2csnn2)C(C(=O)NC(C)(C)C)c2cccnc2)cc1C (stereo unspecified)	0	0	4	117	4	116	105	15
Cc1cc(NC(=O)COc2ccc(N(C)S(=O)(=O)c3ccccc3)cc2)no1	-15	3	-9	104	0	95	97	17
Cc1nc2ccccc2n1CC(=O)OCC(=O)Nc1ccc2c(c1)OCCO2	-7	2	-4	95	-3	98	100	0
C#CCOCCOCCOCCNc1nc(N2CCN(C(=O)[C@H](CO)n3cc([C@@H](N)C(C)C)nn3)CC2)nc(N2CCN(C(=O)[C@H](CCCCN)n3cc([C@@H](N)[C@H](C)CC)nn3)CC2)n1	4	-1	5	101	.	97	96	.
Brc1ccc(CSc2nccn2-c2ccccc2)cc1	-8	-5	1	98	13	94	90	2
O=C(COc1ccc(S(=O)(=O)NCCc2ccccc2)cc1)N1CCCC1	-2	-1	9	94	1	97	97	-14
CCOC(=O)c1c(CN2CCOCC2)n(-c2ccccc2)c2cc(Br)c(O)c(CN(C)C)c12	-6	1	-5	111	0	93	104	8
CC(=O)Nc1ccc(OC/C=C(\C)Cl)cc1	0	-1	1	110	4	98	110	2
O=c1c(C(c2nnnn2C2CCCCC2)N2CCCCC2)coc2ccc(Cl)cc12 (stereo unspecified)	2	-1	9	114	8	97	110	-18
CC(C(=O)NCc1ccccc1Cl)n1cc([N+](=O)[O-])cn1 (stereo unspecified)	1	-1	-3	90	-10	97	101	-20
CCOC(=O)N1CCN(C(=O)CNCc2cccs2)CC1	-6	1	0	102	8	97	97	5
CC(C)(O)C#Cc1ccc(C(=O)NC2CCCCC2)s1	10	9	5	119	14	97	101	4
COc1ccc(C(=O)C2CCCN(C(=O)c3cc(C4CC4)[nH]n3)C2)c(C)c1 (stereo unspecified)	8	2	5	93	-4	96	95	1
OC(CNCc1ccc(F)cc1)(c1ccc(F)cc1)c1ccc(F)cc1	6	0	-2	83	9	96	91	0

Additional records follow.
SMILES	proCasp3 act	AHR act	procasp7 counter	LAP4 TOR yeast	EBNA-1 inhibitor	RPL19A-GFP yeast	MEP2 TOR yeast	ZTA counter
COc1ccc2nc(SCC(=O)NC(C)c3ccccc3)[nH]c2c1 (stereo unspecified)	-1	4	0	99	.	98	97	-2
O=C1C(Cl)=C(NC2CCCCC2)C(=O)N1c1ccc(Cl)cc1	8	1	-6	97	5	102	103	3
COc1ccc(OC)c(Nc2nc(N)c([N+](=O)[O-])c(NCc3ccccc3)n2)c1	-4	8	6	100	-12	100	103	11
O=C(C[C@@H]1NS(=O)(=O)OC2CCCCC21)c1ccccc1 (stereo partly specified)	7	-3	0	119	4	97	94	-17
CCOc1ccc2cc(C(=O)c3ccccc3)c(=O)oc2c1	-1	1	2	130	0	96	120	5
O=C(O)c1cccc(NCc2cccnc2)c1	6	-2	-5	103	-1	101	105	9
Cc1ccc(-n2c(-c3ccco3)nc3c(cnn3-c3ccc(C)cc3)c2=O)cc1	0	-1	-9	93	3	99	93	-12
CCn1c(-c2ccc[nH]c2=O)nc2ccccc21	-5	3	-6	91	5	106	102	7
O=C(CN1CCCCC1)Nc1ccc(S(=O)(=O)N2CCCCCC2)cc1	-2	0	-4	96	0	94	102	2
CCCCN1C(=O)C2Cc3c([nH]c4ccccc34)CN2C1=S (stereo unspecified)	-2	28	-8	133	-8	98	140	0
O=C(Nc1ccccc1Oc1ccsc1C(=O)O)c1ccccc1	7	2	1	84	4	89	88	11
CC1(C)CC(=O)C=C(NCCN2CCN(C(=O)Nc3ccc(Cl)cc3)CC2)C1	-3	1	4	100	4	100	100	-4
Cn1c(-c2ccc([N+](=O)[O-])cc2)nc2ccccc21	-7	-3	8	99	-2	96	103	-4

Compounds listed so far that contain an NH in an aromatic ring, in the order listed:
SMILES	proCasp3 act	AHR act	procasp7 counter	LAP4 TOR yeast	EBNA-1 inhibitor	RPL19A-GFP yeast	MEP2 TOR yeast	ZTA counter
CCn1c(SCC(=O)c2c(N)n(C3CC3)c(=O)[nH]c2=O)nnc1-c1ccoc1C	1	1	-1	103	.	97	97	6
Cc1ccc(-c2cc(=O)[nH]c3ccccc23)cc1	3	6	-1	97	2	99	97	2
Cc1[nH]n(-c2ccccc2)c(=O)c1C(C[N+](=O)[O-])c1ccc(Br)cc1 (stereo unspecified)	5	7	5	109	6	102	100	-1
O=C(CSc1nc2ccccc2[nH]1)N1c2ccccc2Sc2ccccc21	-9	6	0	82	-3	101	86	-13
COc1ccc(C(=O)C2CCCN(C(=O)c3cc(C4CC4)[nH]n3)C2)c(C)c1 (stereo unspecified)	8	2	5	93	-4	96	95	1
COc1ccc2nc(SCC(=O)NC(C)c3ccccc3)[nH]c2c1 (stereo unspecified)	-1	4	0	99	.	98	97	-2
CCn1c(-c2ccc[nH]c2=O)nc2ccccc21	-5	3	-6	91	5	106	102	7
CCCCN1C(=O)C2Cc3c([nH]c4ccccc34)CN2C1=S (stereo unspecified)	-2	28	-8	133	-8	98	140	0
